FECH block = human FECH heme synthesis enzyme inhibition; P22830; purified FECH, Ni-mesoporphyrin absorbance 550 nm; calls only at 10 µM (by protocol); actives 3.3% (n = 20,000); AID 1671448;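 active = enzyme reaction rate more than 3 SD below the solvent-only control wells on the same plate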;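 also: lower slope than DMSO wells means FECH inhibition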
Target sequence (P22830 whole entry, looked up): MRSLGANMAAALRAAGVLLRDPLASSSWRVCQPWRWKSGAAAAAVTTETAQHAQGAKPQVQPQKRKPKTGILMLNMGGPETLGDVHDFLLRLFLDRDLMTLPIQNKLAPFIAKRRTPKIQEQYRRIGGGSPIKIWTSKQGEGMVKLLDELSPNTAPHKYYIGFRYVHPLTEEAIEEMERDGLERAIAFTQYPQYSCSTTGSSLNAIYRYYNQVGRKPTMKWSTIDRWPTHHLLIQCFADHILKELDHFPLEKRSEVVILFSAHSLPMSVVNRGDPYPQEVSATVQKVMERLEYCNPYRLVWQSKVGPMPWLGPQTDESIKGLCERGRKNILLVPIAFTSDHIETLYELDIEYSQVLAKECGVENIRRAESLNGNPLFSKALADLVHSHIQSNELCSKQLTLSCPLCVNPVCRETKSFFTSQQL
Calls only; i = inactive; + = active, no number.

molecule | FECH block
Nc1nnc(C(NC(=O)c2cnn3c2CCCC3)c2ccccc2)s1 (stereo unspecified) | i
O=C(C(=O)N1CCC2(CC1)NCCNC2=O)c1ccccc1 | i
CCOC(=O)c1cc2ccsc2n1CC(=O)Nc1ccc(F)cc1 | i
COc1c(C)cc(-c2ccc(C(C)=O)cn2)cc1C | i
O=C(CCN1CCN(c2nsc3ccccc23)CC1)Nc1cccnc1 | i
CC1=CC[C@@H]2CN(Cc3ccccc3OCC(=O)N(C)C)C[C@@H]2C1 | i
COc1ccc(Nc2nc(N(C)C)nc3c2cnn3-c2ccccc2)cc1 | +
Cc1cnc(CN(C)C(=O)c2cc(COc3ccccc3F)[nH]n2)[nH]1 | i
Cc1cc2nc(CSc3nnc(-c4cc(C)n(C)n4)o3)cc(=O)n2o1 | i
Cc1cc(CN2CCCC2)ccc1Oc1ccc(C(=O)N2CCCCC2)cn1 | i

(next part)
molecule | FECH block
COc1ccc(OCC(=O)Nc2cc(C)nn2-c2ncnc3c2cnn3-c2cccc(Cl)c2)cc1 | i
CCc1[nH]c2ccc(CNC(=O)CCC(F)(F)F)cc2c1C | i
O=C(CCc1ccccc1)Nc1nc2n(n1)C(c1c(F)cccc1Cl)C=C(c1ccccc1)N2 (stereo unspecified) | +
Cn1c(=O)n(Cc2cccnc2)c(=O)c2cnc(-c3ccc(Cl)cc3)nc21 | i
Cc1ncc(C)c(NCc2cccnc2Oc2ccc(C)c(F)c2F)n1 | i
COc1ccc(Nc2cc(C)nc(N3CCN(S(=O)(=O)c4ccc(Cl)cc4)CC3)n2)cc1 | i
Cc1ccc(-c2cc(O)c3c(c2)CN(C(=O)CCCn2cncn2)CCO3)cc1 | i
Fc1ccc(N2CCN(c3nc(Nc4ccccc4)c4cnn(-c5ccccc5)c4n3)CC2)cc1 | i
CC(C)Cc1ncc2c(n1)CN(C(=O)c1cc(C(C)C)on1)C2 | i
CCN(c1nc2nc(C)c(Cl)c(C)n2n1)S(=O)(=O)c1ccc(C)cc1 | i

Following part
molecule | FECH block
CCn1ccnc1CN(C)CC(=O)Nc1ccc(Cl)cc1F | i
Cc1ccc(Nc2cc(C)nc(Nc3ccc(NC(=O)CC4CCCC4)cc3)n2)cc1 | i
CN(CCOc1ccccc1)Cc1ccc(O)c(O)c1 | i
Cc1ccc(NC(=O)CNC(=O)c2cnnn2-c2ccccc2)c(F)c1 | i
CC1=C(C(=O)NCc2ccccc2-n2cccn2)C(C)NC(=O)N1 (stereo unspecified) | i
Cc1cc2nc(COc3ccc(Cl)cc3NC(=O)c3ccc(F)cc3)cc(=O)n2o1 | i
COC(=O)c1coc(CN2CCOC(c3ccc4cc(OC)ccc4c3)C2)n1 (stereo unspecified) | i
COc1cc2[nH]c3c(=O)n(CCC(=O)NCCc4ccc(S(N)(=O)=O)cc4)cnc3c2cc1OC | i
Cc1cccc(-n2c(CN3CCN(S(=O)(=O)c4cc(C)c(C)cc4C)CC3)nc3cccnc32)c1 | i
CCN(CC)c1nc(Nc2cccc(F)c2)c2cnn(-c3ccccc3)c2n1 | i

The list continues.
molecule | FECH block
Cc1ccc(-c2cc(=O)[nH]cn2)cc1 | i
COc1ccc(NC(=O)CSc2nc(-c3ccc4c(c3)OCO4)nc3cc(=O)[nH]n23)cc1Cl | i
COc1ccc(OC)c(CNC(=O)c2cc3n(n2)CC(C)(C(=O)NCc2ccc(F)cc2)N(C)C3=O)c1 (stereo unspecified) | i
Cc1nc(OCC(=O)NCc2ccc(F)cc2Cl)c2c(C)c(C)oc2n1 | i
CC(C)CN1CC(C(=O)N2CCC(Nc3ncccn3)CC2)CC1=O (stereo unspecified) | i
Cc1cc(C)cc(-n2c(CN3CCN(S(=O)(=O)c4cccs4)CC3)nc3cccnc32)c1 | i
Clc1ccccc1CCNc1ncnc2oc3c(c12)CCCC3 | +
CCOc1ccc(CC(=O)NC2CC(=O)N(c3cccc(F)c3)C2)cc1 (stereo unspecified) | i
COc1ccc(S(=O)(=O)N2CCC(n3c(C(F)(F)F)nc4cccnc43)CC2)cc1Cl | i
COC(=O)Cc1cnc(NC(=O)CN2CCCCC2c2cccnc2)s1 (stereo unspecified) | i

Other records
molecule | FECH block
COc1ccc(S(=O)(=O)Nc2cnc(N3CCCCCC3)c(C(=O)O)c2)cc1OC | i
CCc1ccc(Cn2c(CNS(=O)(=O)c3ccc(C)c(C)c3)nc3cccnc32)cc1 | i
CCC1CCN(C(=O)c2cc(CN(C)CCc3ccccc3)on2)CC1 | i
CCNC(=O)NCCC1CN(C2Cc3ccccc3C2)CCO1 (stereo unspecified) | i
Cc1cc(-c2ccccc2CN2CCOCC2)ccc1NC(=O)c1cccnc1 | i
Cc1cc(N(C)C)nc(Nc2ccc(NC(=O)c3ccc(Br)cc3)cc2)n1 | i
O=C(Cn1ccc(-c2ccccc2F)n1)Nc1ccn(Cc2ccccc2)n1 | i
CC(C)=CC(=O)N1CCC(c2cc(C(C)C)n[nH]2)CC1 | i
CCC(=O)Nc1cccc(C(=O)N2CCCN(C)CC2C)c1 (stereo unspecified) | i
CC(C)c1cc(C2CCN(C(=O)CCN3C[C@@H]4CC[C@H]3C4)CC2)[nH]n1 | i

Four of the compounds above, with each value named:
CCC1CCN(C(=O)c2cc(CN(C)CCc3ccccc3)on2)CC1
- FECH block: i
CCNC(=O)NCCC1CN(C2Cc3ccccc3C2)CCO1 (stereo unspecified)
- FECH block: i
Cc1cc(-c2ccccc2CN2CCOCC2)ccc1NC(=O)c1cccnc1
- FECH block: i
Cc1cc(N(C)C)nc(Nc2ccc(NC(=O)c3ccc(Br)cc3)cc2)n1
- FECH block: i

Next compounds:
molecule | FECH block
Cc1cccc(-n2c(CN3CCN(S(=O)(=O)c4cc(F)cc(F)c4)CC3)nc3cccnc32)c1 | i
O=C(NCC1(O)CCNC1)c1ccc(-c2cccc(F)c2)nc1 (stereo unspecified) | i
CCOC(=O)Cn1c(=O)c2cnc(-c3cccs3)nc2n(C)c1=O | i
C(=C\c1ccc2ocnc2c1)/c1ccccc1 | i
CCC(=O)Nc1ccccc1Sc1c(C)c(C)nc2nc(-c3ccccc3)nn12 | +
CN1CCNC(=O)C12CCN(C(=O)c1ncn[nH]1)CC2 | i
CC(C)(C)c1ccc(-c2cnn(CCC(N)=O)c2)cc1 | i
CNC(=O)C1CCC(Cn2c(=O)c3sccc3n(CC(=O)NCCC(C)C)c2=O)CC1 (stereo unspecified) | i
COc1ccccc1-c1ccc(NCC2(C)CCCO2)nn1 (stereo unspecified) | i
CCCn1ccnc1CN1CCc2[nH]cnc2C1Cc1ccccc1 (stereo unspecified) | i

2 entries from above, with each value named.
COc1ccc(OCC(=O)Nc2cc(C)nn2-c2ncnc3c2cnn3-c2cccc(Cl)c2)cc1
  FECH block = i
COc1ccc(S(=O)(=O)Nc2cnc(N3CCCCCC3)c(C(=O)O)c2)cc1OC
  FECH block = i

(list continues)
molecule | FECH block
CCCc1c(C)nc2ncnn2c1Sc1ccc(NC(=O)c2ccc(C)cc2)cc1 | i
CCCN1CCC(NC(c2nccn2C)C(C)C)CC1 (stereo unspecified) | i
CCc1ccc(Cn2c(CNS(=O)(=O)c3ccc(CC)cc3)nc3cccnc32)cc1 | i
NCC1CN(Cc2cn(CCC(N)=O)c3ccccc23)CCO1 (stereo unspecified) | i
CCc1nccn1CCNC(=O)c1cc(Cn2cnc3ccccc32)[nH]n1 | i
O=C(NCCc1ccc(F)cc1)N1CCC2(CCCNC2)C1 (stereo unspecified) | i
Cc1cccc(-c2cn[nH]c2C2CCN(C(=O)CN)CC2)c1 | i
Cc1nc(-c2cccc(C(=O)N(CCN(C)C)Cc3ccc(C)s3)c2)no1 | i
O=c1ccc(-c2ccc(Cl)c(S(=O)(=O)N3CCCCCC3)c2)n[nH]1 | i
CC(C)Oc1ccc(CNC(=O)CCn2cnc3onc(-c4cc(F)cc(F)c4)c3c2=O)cc1 | i

Following part.
molecule | FECH block
CSc1nc(NCCCN(C)C)c(C#N)c(-c2ccc(Cl)cc2)n1 | i
O=S(=O)(NCCn1c(C(F)(F)F)nc2cccnc21)c1ccc(Cl)s1 | i
CCc1csc(CNC2CCSC2)n1 (stereo unspecified) | i
Cc1ccccc1-c1cc(N2CCN(C(=O)Nc3cccc(C)c3C)CC2)ncn1 | i
CC(=O)Nc1ccc(S(=O)(=O)N2CCC(n3c(C)nc4cccnc43)CC2)cc1 | i
Cc1ccc(C2=CC(c3ccccc3Cl)n3nc(NC(=O)CC(C)C)nc3N2)cc1 (stereo unspecified) | +
CC(C)CCNC(=O)C1c2c(n(C)c3ccccc23)SCC(=O)N1CCCOC(C)C (stereo unspecified) | i
CC1=CC(c2ccccc2)n2nc(N3C(=O)C4CC=CCC4C3=O)nc2N1 (stereo unspecified) | i
CCOc1c(Nc2ccc(CC)cc2)c(=O)c1=O | i
O=C(CN1CCCN(C(=O)C2CCCO2)CC1)NCCc1ccc(F)cc1 (stereo unspecified) | i

The list continues:
molecule | FECH block
CC(C)c1noc(CN(C)C2CCN(C(=O)c3cccs3)CC2)n1 | i
c1ccc(-c2nc3c(c(NC4CCCNC4)n2)CCC3)cc1 (stereo unspecified) | i
CCCc1cc(C(=O)N2CCC(C(=O)O)CC2)n[nH]1 | i
CC(Cn1cnc2ccccc2c1=O)NCc1noc(C2CCCC2)n1 (stereo unspecified) | i
Cc1nc(S(=O)(=O)N2CCCCC2CCc2ccccc2)cn1C (stereo unspecified) | i
Cc1ccc(NC(C)(C)C(=O)NC[C@@H]2CCNC[C@H]2O)cc1 | i
CCOc1ccc(S(=O)(=O)N2CCN(c3nc(C)cc(N4CCCC4)n3)CC2)cc1 | i
CNC(=O)c1ccc(CN2CCCC(CCc3ccc(F)cc3F)C2)o1 (stereo unspecified) | i
CCOC(=O)c1ccc(N2CCn3nc(C(=O)OC)cc3C2)nc1 | i
CCc1cc(Sc2ccccc2NC(=O)c2cccc(F)c2)n2nc(C)nc2n1 | i

New compounds follow:
molecule | FECH block
COc1ccccc1-n1cc(CN2CCC3(CC2)NCCNC3=O)cn1 | i
COc1ccccc1CNC(=O)CNCc1cc(F)ccc1F | i
Cc1ccc(O)c(CN(Cc2ccccc2)Cc2nccs2)n1 | i
COc1ccccc1OCC(=O)Nc1cc(C)nn1-c1ncnc2c1cnn2-c1cccc(C)c1C | i
O=C(NC1CC(=O)N(c2ccccc2)C1)C1CCCCC1 (stereo unspecified) | i
Cc1ccc(N2CC(NC(=O)c3cc4ccccc4o3)CC2=O)cc1 (stereo unspecified) | i
CSCCC1CC(=O)Nc2c1c(C(C)C)nn2-c1ccccc1 (stereo unspecified) | i
O=C1CCC(=O)N1c1nc2n(n1)C(c1ccc(Cl)cc1)C=C(c1ccc(Cl)cc1)N2 (stereo unspecified) | i
COc1ccc(OCC(=O)Nc2cccc(N3CCCS3(=O)=O)c2)cc1 | i
COCc1ccc(C(=O)Nc2cc(C(N)=O)ccc2N2CCCCC2C)o1 (stereo unspecified) | i

Continued.
molecule | FECH block
Cc1oc(C(C)C)cc1C(=O)N1CCN(C)C2(CCN(C)CC2)C1 | i
Cc1nnc(SCCCn2cnc(-c3ccccc3)c2C2CCOC2)s1 (stereo unspecified) | i
Cc1ccc(C)c(CN2CCCN(CC(=O)NC3CCCCC3)S2(=O)=O)c1 | i
COc1ccc(C(=O)Nc2nc3n(n2)C(c2c(F)cccc2Cl)C=C(c2ccccc2)N3)cc1 (stereo unspecified) | i
CCN(Cc1noc(C)n1)C(=O)CCc1c[nH]c2ccccc12 | i
COc1ccccc1N(Cc1nc2nc(C)cc(C)n2n1)C(=O)c1ccccc1F | i
Cc1ccc(-n2c(CN3CCN(S(=O)(=O)c4ccc(C)cc4C)CC3)nc3cccnc32)cc1 | i
Cc1nonc1CN(C)c1nc(-c2cccnc2)nc2c1CCNC2 | i
CC(C)Oc1ccc(CNC(=O)CN2C(=O)CN(C)C(=O)c3ccccc32)cc1 | i
Cc1nnc(SCCCNC(=O)c2cc(C(C)C)[nH]n2)s1 | i

(list continues)
molecule | FECH block
COc1cccc(C2CCN2C(=O)CC(=O)Nc2ccc(C)cc2)c1 (stereo unspecified) | i
Cc1cc(C(=O)N(C)Cc2noc(CC(C)C)n2)nc(C)n1 | i
Cc1ccc(-c2cc(C(=O)N3CCCN(CC4CC4)C(C(C)C)C3)n[nH]2)o1 (stereo unspecified) | i
CCOc1ccc(NC(=O)Cn2c(C(=O)OC)cc3ccsc32)cc1 | i
COc1ccc(N2C(=O)CCS2(=O)=O)cc1S(=O)(=O)NCc1ccccc1C | i
Cc1cc(C)cc(C(=O)Nc2ccc(Nc3nc(C)cc(N(C)C)n3)cc2)c1 | +
CCN1CCCC(c2c(-c3ccccc3)ncn2Cc2cccnc2)C1 (stereo unspecified) | i
c1ccc(Cc2n[nH]c(Cn3cncn3)n2)cc1 | i
Cc1oc(-c2cccc(C(F)(F)F)c2)nc1Cn1ccnc1C | i
CCOc1ccccc1NC(=O)CN1c2ccc(C(C)C)cc2-c2ccccc2S1(=O)=O | +

Sorted by molecular weight (lowest first): three of the compounds above.
molecule | FECH block
Cc1oc(-c2cccc(C(F)(F)F)c2)nc1Cn1ccnc1C | i
CCOc1ccc(NC(=O)Cn2c(C(=O)OC)cc3ccsc32)cc1 | i
CCOc1ccccc1NC(=O)CN1c2ccc(C(C)C)cc2-c2ccccc2S1(=O)=O | +

Next section:
molecule | FECH block
CN1CC(=O)N(CC(=O)Nc2cccc(-c3ccno3)c2)c2ccccc2C1=O | i
O=C(CN1c2ccc(Br)cc2-c2ccccc2S1(=O)=O)NC1CC1 | +
Cc1cc(N2CCCC2)nc(Nc2ccc(NC(=O)CC3CCCC3)cc2)n1 | i
Cc1ccc(C2(O)CCN(C(=O)COCc3ccccc3)CC2)nc1 | i
CCC(CO)NC(=O)C(=O)NCc1n[nH]c(=O)c2ccccc12 (stereo unspecified) | i
COCCn1c(CNC(=O)c2cccc(OC)c2)nc2cccnc21 | i
CCN1CCC(CC(=O)N(Cc2ccsc2)CC(C)C)CC1 | i

Screens (PubChem)

An excerpt; rates above refer to the full screens.
